Rtt109 HAT inh: inhibitors of C. albicans Rtt109/Vps75 HAT, primary screen, biochemical, ThioGlo CoA-SH fluorescence, plate reader; Histone acetyltransferase RTT109 (Candida albicans (strain SC5314 / ATCC MYA-2876)), …; purified Rtt109/Vps75, 4 h; inhibition, % at 34.9 µM; 330,000 compounds, 0.16% hits;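 active = inhibition of at least 50% in every replicate; inconclusive = best replicate reaches 50% inhibition but some replicates fall short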
dFosB act: activators of delta FosB homodimer, primary screen, biochemical, fluorescence polarization, TAMRA-CDK5 oligo, single point; activation, % at 25 µM; Protein FosB (Mus musculus), P13346; purified delta FosB; percent of positive-control signal above neutral wells; 340,000 compounds, 0.99% hits;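 active = mean activation above about 17%, with every replicate also reaching it, limit read from the data, passing the limit was not always enough; inconclusive = only one of the two conditions met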;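 note: fluorescence polarization rise as delta FosB binds a TAMRA Cdk5 AP-1 oligo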
PvdQ acylase: P. aeruginosa PvdQ acylase inhibitors, primary screen, biochemical, fluorescence, plate reader and imaging, single point; inhibition, % at 10 µM; AID 488965, 2010; purified PvdQ acylase; 340,000 compounds, 0.063% hits; PvdQ acylase [Pseudomonas aeruginosa LESB58]; in the data active = inhibition above about 30%, passing the limit was not always enough; inconclusive = no clear call, values can overlap the other calls;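 note: 0% = vehicle neutral wells and 100% = reference inhibitor wells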
SR-BI HDL uptake: inhibitors of SR-BI mediated HDL lipid uptake, primary screen, ldlA[mSR-BI] cells, fluorescence, single point | 320,000 compounds, 0.96% hits | ldlA[mSR-BI] CHO cells, DiI-HDL uptake fluorescence, 3 h | Scavenger receptor class B member 1 (Mus musculus), Q61009 | inhibition, % at 12.5 µM;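 active = mean replicate inhibition of at least 70% and a set share of replicates each scoring 70 or more; inconclusive = meets just one of the two criteria; inactive = fails both criteria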;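 note: 0% = median of neutral control wells and 100% = median of positive control wells; values of inactives mirror those of a sister screen read the other way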
Target sequence (Q61009 whole entry, looked up): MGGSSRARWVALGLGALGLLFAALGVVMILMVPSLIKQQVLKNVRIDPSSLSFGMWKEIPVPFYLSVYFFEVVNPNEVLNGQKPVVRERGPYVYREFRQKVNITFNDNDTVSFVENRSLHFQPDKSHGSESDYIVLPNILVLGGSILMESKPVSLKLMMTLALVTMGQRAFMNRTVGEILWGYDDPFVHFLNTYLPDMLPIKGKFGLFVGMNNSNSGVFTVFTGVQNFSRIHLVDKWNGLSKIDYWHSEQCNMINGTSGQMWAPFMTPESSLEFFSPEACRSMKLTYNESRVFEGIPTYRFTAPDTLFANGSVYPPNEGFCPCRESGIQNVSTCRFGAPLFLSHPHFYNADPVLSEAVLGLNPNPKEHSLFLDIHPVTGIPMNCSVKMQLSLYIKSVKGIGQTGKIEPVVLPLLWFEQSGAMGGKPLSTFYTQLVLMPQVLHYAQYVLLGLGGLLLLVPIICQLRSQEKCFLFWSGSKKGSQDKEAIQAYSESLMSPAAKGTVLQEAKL
RTF Ca sens act: cardiac RTF calcium sensitivity activators, primary screen, biochemical, IANBD-TnC fluorescence, EC20 calcium; IANBD-labeled TnC RTF fluorescence at EC20 calcium; 0% EC20 calcium, 100% full calcium; 340,000 compounds, 0.24% hits; activation, % at 7.2 µM; Troponin I, cardiac muscle (Homo sapiens) + Troponin T, cardiac muscle (Homo sapiens) + …; AID 493008, 2010;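 active = activation above the mean over all tested compounds plus 3 SD, cut at about 30% in these data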;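 note: rise in fluorescence read as greater calcium sensitivity of cardiac thin filaments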
Wnt act: Wnt/beta-catenin pathway activators, primary screen, cell-based, plate reader, single point; Wnt/beta-catenin reporter cell assay, activator; activation, % at 9.35 µM; 300,000 compounds, 1.2% hits; AID 743398, 2014; in the data active = activation above about 30%, passing the limit was not always enough; inconclusive = no clear call, values can overlap the other calls;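 note: 0% = neutral control wells and 100% = positive control wells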
CDK5 p35 inh: inhibitors of human CDK5/p35 kinase, primary screen, biochemical, single concentration; Recombinant CDK5/p35, ADP-Glo luminescence, 60 min; AID 488839, 2010; 330,000 compounds, 0.01% hits; Cyclin-dependent kinase 5 (Homo sapiens) + Cyclin-dependent kinase 5 activator 1 (Homo …; inhibition, % at 10 µM;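 active = highest replicate inhibition of at least 50% and at least 75% of replicates reaching 50%; inconclusive = only one of the two criteria met; inactive = both criteria failed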;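 note: plate controls were DMSO neutral control for no effect and GW8510 at 10 µM for full effect; many of its hits are not listed in these tables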
MITF act: activators of MITF-driven TRPM1 promoter reporter, primary screen, cell-based, SK-MEL-5, luciferase, single point | activation, % at 12.5 µM | AID 588334, 2011 | 300,000 compounds, 0.75% hits | SK-MEL-5 TRPM1-promoter luciferase, 24 h; % of positive control, neutral wells = 0;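 active = mean activation of at least 80% with every replicate also reaching 80%; inconclusive = mean reaches 80% but some replicate falls short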;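 note: 0% = neutral control wells and 100% = parthenolide positive control wells; values of inactives mirror those of a sister screen read the other way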
SR-BI uptake up: activators of SR-BI mediated DiI-HDL uptake, primary screen, ldlA[mSR-BI] CHO cells, DiI fluorescence | AID 504775, 2011 | 3 h; 100 = double the neutral-control signal | 320,000 compounds, 0.096% hits | activation, % at 12.5 µM;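 active = mean replicate activation of at least 60% and every replicate at or above 60%; inconclusive = mean or all-replicate condition met, but not both; inactive = mean below 60% and not all replicates reaching 60%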;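 note: 0% = median plate neutral-control signal and 100% = twice that signal; values of inactives mirror those of a sister screen read the other way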
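Assay system: LDL receptor-deficient CHO ldlA cells overexpressing murine SR-BI / Medium: BSA-supplemented, HEPES-buffered Ham's F12, pH 7.4 / Probe or stimulus: DiI-labelled HDL at 10 µg/mL final / Timing: compound with DiI-HDL co-incubation, 3 h at 37 °C / Technique: bottom-read cell fluorescence after medium removal, ex 550/em 595 nm / Measure: HDL uptake via cellular fluorescence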
HTR5A ag ctr: HTR5A agonists in luminescence cell assay, primary screen, counter-screen for OPRM1-OPRD1 heterodimer agonist project, full-deck HTS. cell-based. activation, % at 9.3 µM. 340,000 compounds, 0.61% hits. AID 504692, 2011; in the data active = activation mostly above about 9.5%, no sharp cut-off; inactive = mostly below about 7.6%;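 note: 0% = cells with vehicle only and 100% = reference agonist; strong numbers were not always called active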
Target sequence (P47898 whole entry, looked up): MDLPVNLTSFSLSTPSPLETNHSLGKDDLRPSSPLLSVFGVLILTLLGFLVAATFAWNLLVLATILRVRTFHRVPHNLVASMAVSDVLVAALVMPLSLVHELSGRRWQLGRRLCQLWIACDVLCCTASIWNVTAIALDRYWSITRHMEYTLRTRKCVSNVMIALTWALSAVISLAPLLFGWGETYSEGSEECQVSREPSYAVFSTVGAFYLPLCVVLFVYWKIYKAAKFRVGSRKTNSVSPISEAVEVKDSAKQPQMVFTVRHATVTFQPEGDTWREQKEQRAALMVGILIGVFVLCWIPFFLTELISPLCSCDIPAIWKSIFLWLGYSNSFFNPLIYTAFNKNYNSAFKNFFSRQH
Active calls of the source: *; ? = inconclusive; . = no result given. Random draw from the library. About 4.4% of those tested had a hit in this group.

SMILES	Rtt109 HAT inh	dFosB act	PvdQ acylase	SR-BI HDL uptake	RTF Ca sens act	Wnt act	CDK5 p35 inh	MITF act	SR-BI uptake up	HTR5A ag ctr
COc1ccc(OC)c(NC(=O)C2C3C=CC(C3)C2C(=O)NCc2ccccn2)c1 (stereo unspecified)	-4	1	-15	-26	4	.	0.1	-4	26	3
COC(=O)c1nnn(-c2nonc2N)c1CSc1ccc(Cl)cc1	1	0	2	.	-4	-1	2.0	12	.	1
CCc1cccc(NC(=O)NC(=O)Cn2nnc(C(=O)OC)c2C(=O)OC)c1	0	8	3	-5	-2	-2	0.9	3	5	-5
COc1cc(NC(=O)NC(C)(C(F)(F)F)C(F)(F)F)cc(OC)c1OC	3	-4	15	-9	1	.	0.1	.	9	0
Cn1c(=O)c2sccc2n(Cc2ccc(Br)cc2)c1=O	0	-4	-12	14	-1	-2	-1.0	.	-14	-1
COc1ccccc1NC(=O)NCCN1CCCCC1	7	0	-1	12	3	4	-0.4	.	-12	4
CC1(c2ccccc2Cl)NC(=O)N(CC(=O)NCCC2=CCCCC2)C1=O (stereo unspecified)	0	-10	-3	20	-1	0	-0.7	-9	-20	2
Cc1cccc(C2C3=C(Nc4[nH]n(-c5ccccc5)c(=O)c42)c2ccccc2C3=O)c1 (stereo unspecified)	17	-39	-2	7	-7	-4	-2.3	5	-7	-1
CC(NC=O)c1nc2ccccc2n1CCc1ccccc1 (stereo unspecified)	1	7	-11	-1	3	2	1.2	-9	1	-6
COc1ccc(/C=N/NC(=O)c2sc3nc(C)cc(C)c3c2N)cc1	-5	2	-13	68	2	-3	0.9	.	-68	-6
COc1cc(OC)nc(-n2ncc(OC)c(Br)c2=O)n1	-2	-3	-4	4	-4	0	1.1	-2	-4	-1
Cc1ccccc1C(=O)N1[C@@H](C(C)C)COc2cc(Br)ccc2S1(=O)=O	-7	-5	-7	8	4	-2	-0.4	4	-8	-2
CN(C)/C=N/c1nc2nccc(-c3ccccc3)n2n1	-12	-15	7	-16	-5	-9	0.4	-4	16	3
Cc1ccc(C)c(C(=O)Nc2c(C(N)=O)oc3ccccc23)c1	9	-8	-17	14	2	1	-1.7	0	-14	6
COc1ccc(C(=O)NCC2COc3ccccc3O2)cc1S(=O)(=O)N1CCOCC1 (stereo unspecified)	28	-4	17	8	-1	1	0.1	7	-8	1
CCCCn1nc2cc(C(=O)NCc3ccco3)ccc2c1OCC	-13	-10	-11	?	3	-4	0.9	-11	-71	4
Nc1cc(=O)nc(SCC(=O)Nc2ccccc2Cl)n1-c1ccccc1	-1	1	-11	8	0	-1	0.4	2	-8	0
COc1ccc(NC(=O)Nc2cc(C)cc(C)c2)cn1	-1	-1	-23	15	3	-1	-0.9	.	-15	-5
S=c1[nH]nc(-c2ccc3ccccc3n2)n1-c1cc(Cl)cc(Cl)c1	0	?	-4	-5	-4	.	0.1	-4	5	6
CCc1ccc(S(=O)(=O)NCc2cn3ccccc3n2)s1	-10	0	4	-30	-1	.	0.0	8	30	1
Nc1nc(Nc2ccccc2)nc(NCc2ccccc2)c1[N+](=O)[O-]	-7	34*	-6	23	6	0	1.0	20	-23	4
c1coc(Cn2nnnc2CN2CCN(C3CCCC3)CC2)c1	-11	4	-12	-22	5	-2	-0.9	.	22	-5
CC1(O)C(=O)c2ccccc2N(c2ccccc2)C1=O (stereo unspecified)	10	-3	0	4	-6	.	0.4	-11	-4	2
O=C1C2C3c4ccccc4C(c4ccccc43)C2C(=O)N1c1ccncc1 (stereo unspecified)	-10	8	-9	-17	1	-3	-1.5	2	17	0
COC(=O)C1(C)NC(c2ccc(OC)cc2)C2C(=O)N(c3ccccc3)C(=O)C21 (stereo unspecified)	-3	-5	-22	-14	2	3	-2.4	-7	14	2
CCOC(=O)c1c(C)[nH]c(C(=O)COC(=O)CCS(=O)(=O)c2ccc(C)cc2)c1C	-1	-6	-11	-1	-4	-7	0.0	6	1	1
CC(C)(C)OC(=O)N1CCCC(C(=O)Nc2ccc(C(=O)NC3CC3)cc2)C1 (stereo unspecified)	-1	-5	-16	-15	-3	1	-0.7	2	15	1
CCn1c(SCC(=O)N/N=C/c2ccc(C)s2)nc2ccccc21	-7	-12	-7	13	-7	-8	0.9	-14	-13	3
NCCCCC(=O)O	-13	1	-13	0	3	-1	0.5	2	0	5
COc1cc(/C=N/NC(=O)Cc2csc(N3CCOCC3)n2)cc(OC)c1O	7	2	-3	-9	2	-1	-2.6	7	9	-4
O=C(Nc1nnc(Cc2ccccc2)s1)c1ccco1	-4	-5	1	-5	0	25	0.0	49	5	5
O=C(C1=NN(c2ccccc2)C2C(=O)N(c3ccccc3)C(=O)C12)c1ccccc1 (stereo unspecified)	-18	-2	-8	-6	33*	1	-0.1	-4	6	-2
Cc1cccc(NC(=O)N2CCC(NC(=O)c3ccco3)CC2)c1	9	-5	7	-9	-1	-9	2.7	-4	9	2
Clc1ccc(-c2cn(-c3ccc(Cl)cc3)c3[n+]2CCCCC3)cc1	-1	-4	-8	-21	-4	4	1.4	-7	21	-1
O=C(Nc1ncc([N+](=O)[O-])s1)C1CC(=O)N(c2ccc(F)cc2)C1 (stereo unspecified)	1	-14	-3	-7	-4	6	-1.0	15	7	-5
O=C(/C=C/c1ccc(OCc2cccc(Cl)c2)cc1)N1CCOCC1	2	-12	-14	27	3	0	-1.1	0	-27	1
CCCCOC(=O)c1ccc(NC(=O)CSc2nnnn2C)cc1	1	-11	-17	16	10	-1	1.8	16	-16	1
Cn1ccnc1SCC(=O)Nc1ccc2c(c1)OCCO2	-1	-4	4	-5	-5	19	-3.2	29	5	-3
O=C(COC(=O)c1n[nH]c2ccccc12)NC(=O)NCc1ccco1	-1	-8	-2	3	-1	.	-0.4	-9	-3	3
COc1ccc(-c2ccc(CNCCCN3CCOCC3)o2)cc1Cl	17	2	6	-25	9	-2	-0.4	10	25	1

Grouped by structure: the compounds so far with bromine (3)
SMILES	Rtt109 HAT inh	dFosB act	PvdQ acylase	SR-BI HDL uptake	RTF Ca sens act	Wnt act	CDK5 p35 inh	MITF act	SR-BI uptake up	HTR5A ag ctr
Cn1c(=O)c2sccc2n(Cc2ccc(Br)cc2)c1=O	0	-4	-12	14	-1	-2	-1.0	.	-14	-1
COc1cc(OC)nc(-n2ncc(OC)c(Br)c2=O)n1	-2	-3	-4	4	-4	0	1.1	-2	-4	-1
Cc1ccccc1C(=O)N1[C@@H](C(C)C)COc2cc(Br)ccc2S1(=O)=O	-7	-5	-7	8	4	-2	-0.4	4	-8	-2

(listing goes on)
SMILES	Rtt109 HAT inh	dFosB act	PvdQ acylase	SR-BI HDL uptake	RTF Ca sens act	Wnt act	CDK5 p35 inh	MITF act	SR-BI uptake up	HTR5A ag ctr
CC(OC(=O)/C=C/c1ccc(Br)cc1)C(=O)N1CCOCC1 (stereo unspecified)	-4	-6	-13	-12	-4	2	1.2	9	12	-2
CC(C)C[C@H]1COCCS(=O)(=O)N1Cc1ccc(Cl)c(Cl)c1	21	0	2	-3	-6	-3	-0.4	1	3	-2
O=C(Nc1ncccc1Cl)c1ccc2c(c1)OCCO2	-3	-7	-14	-15	-1	11	-2.0	65	15	5
CCC(C)N1CC(O)=C(c2nc3ccccc3[nH]2)C1=N (stereo unspecified)	3	6	-2	-15	5	14	-1.9	65	15	2
O=C(O)C(CCC(C(=O)O)c1ccccc1)c1ccccc1 (stereo unspecified)	5	2	-7	18	-5	-3	0.8	6	-18	2
Cc1cc(C)nc(NNS(=O)(=O)c2c(F)cc(F)cc2Br)n1	5	1	-2	0	3	-2	-1.8	-10	0	3
O=C(CCC1CCCCC1)Nc1nnc(C(F)(F)F)s1	4	-6	-6	-9	-3	-3	1.3	2	9	2
CCN(CC(=O)Nc1ccc(NC(C)=O)cc1)C(=O)/C=C/c1cn(-c2ccccc2)nc1-c1ccc(C)cc1	-5	7	-5	48	-2	-1	-0.1	7	-48	-2
COc1ccc(N2CCN(C(=O)COC(=O)CNC(=O)c3ccc(Cl)cc3Cl)CC2)cc1	-4	-1	-5	-11	-4	1	0.0	-3	11	-2
O=C(Nc1ccccc1C(=O)Nc1cccnc1)c1ccccc1	-2	-4	-15	6	-1	2	-0.9	-10	-6	2
CC(CNC(=O)CN1C(=O)CCSc2ccccc21)c1ccccc1 (stereo unspecified)	-9	5	-11	-1	-2	2	0.2	-9	1	0
COCCN(C(=O)CNC(=O)c1ccco1)C(C(=O)NC1CCCC1)c1cccc(OC)c1 (stereo unspecified)	1	0	5	.	-3	0	0.0	4	.	-5
Cc1ccc(-c2ccc(=O)n(CC(=O)NCCN(CC(C)C)CC(C)C)n2)cc1	4	-17	8	-19	-3	6	0.7	-6	19	-1
CCS(=O)(=O)NCCc1ccc(OC)c(OC)c1	-20	1	-12	-28	12	-5	1.7	.	28	3
Fc1cccc2sc(Nc3nc4cc5c(cc4s3)OCCO5)nc12	-16	3	-18	10	2	18	-1.0	19	-10	5
CCOc1ccc(NC(=O)c2ccc(NC(=O)c3ccccc3Br)cc2)cc1	-5	4	-17	64	-5	-8	-1.3	18	-64	1
COc1ccc(C2CC(c3ccc(C)o3)=NN2C(C)=O)cc1 (stereo unspecified)	-9	-16	-10	-38	0	11	1.3	63	38	6
CCOC(=O)C1=C(O)C(=O)N(Cc2ccccc2)C1	6	-2	-17	-7	-2	-5	0.0	-7	7	-4
COc1ccc(OC)c(Nc2nc(C3CC3)nc3c2nnn3Cc2ccccc2)c1	-2	0	2	26	0	.	-0.2	9	-26	5
CCCc1n[nH]c2c1C(=O)CC(C)(C)C2	7	4	-8	-17	-3	.	0.1	6	17	-4
COc1ncccc1C(=O)N1CCCC(C(=O)c2cc(F)ccc2F)C1 (stereo unspecified)	-2	-1	-9	-23	-2	1	-0.1	7	23	0
Fc1ccc(CNc2cnccn2)cc1	12	-1	9	-22	-6	.	-2.8	6	22	3
CCCS(=O)(=O)N1CCN(C(=O)c2ccco2)CC1	-17	0	-11	11	2	1	-3.5	-2	-11	1

Source: PubChem
